Assay outcomes deposited in PubChem BioAssay by several laboratories.
L major viab – Leishmania major promastigote growth inhibition; Leishmania major promastigotes, resazurin fluorescence viability; inhibition, % at 10 µM; 9% of 200,000 active; AID 1063; in the data active = inhibition above about 50%;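 also: promastigotes grown with compound for 44 hours at 28 °C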
TNAP inh hiacc – blocks human TNAP under high phosphate acceptor concentration. 0.03% of 200,000 active. AID 1135. purified TNAP, CDP-star luminescence, 1 M DEA. inhibition, % at 20 µM;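 active = over 50% inhibition of tissue-nonspecific alkaline phosphatase at 20 µM in the single-dose screen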;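 also: plate controls were DMSO wells for no effect and EDTA-quenched wells as full inhibition for full effect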
Target sequence (P05186 whole entry, looked up): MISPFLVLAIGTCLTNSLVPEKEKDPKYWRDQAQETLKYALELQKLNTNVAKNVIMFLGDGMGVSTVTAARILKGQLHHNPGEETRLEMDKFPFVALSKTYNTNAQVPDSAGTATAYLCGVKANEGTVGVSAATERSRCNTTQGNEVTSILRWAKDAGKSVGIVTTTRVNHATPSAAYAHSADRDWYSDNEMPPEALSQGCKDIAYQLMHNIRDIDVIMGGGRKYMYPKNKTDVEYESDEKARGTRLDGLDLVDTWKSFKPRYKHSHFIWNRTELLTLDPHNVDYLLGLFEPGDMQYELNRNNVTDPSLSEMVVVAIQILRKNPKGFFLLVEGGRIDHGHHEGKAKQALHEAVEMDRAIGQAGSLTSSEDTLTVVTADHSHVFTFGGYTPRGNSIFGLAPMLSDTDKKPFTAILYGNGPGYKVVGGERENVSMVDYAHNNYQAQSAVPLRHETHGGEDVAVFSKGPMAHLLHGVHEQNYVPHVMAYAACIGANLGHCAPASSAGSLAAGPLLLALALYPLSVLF
APP transl inh – APP translation inhibition. SH-SY5Y APP 5'UTR-luciferase reporter, luminescence. inhibition, % at 2 µM. 0.82% of 190,000 active;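 active = inhibition above a set limit, derived from the sample mean plus 3 SD, cut at about 45% in these data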; also: values of inactives mirror those of a sister screen read the other way
RAM inhibit – inhibitors of the yeast RAM network; S. cerevisiae dse1pr::URA3 reporter, 5-FOA growth OD615, 2 d; analog-sensitive cbk1-as2 kinase mutant strain; inhibition, % at 50 µM; 1.8% of 190,000 active;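 active = inhibition above a set limit, 3 SD over mean compound inhibition, cut at about 8.4% in these data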;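 also: 0% = DMSO-only wells with no growth and 100% = 10 µM 1-NA-PP1 full growth; inhibition rescues growth on 5-FOA so higher OD means more RAM inhibition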
FLuc inhib CS – Photinus pyralis luciferase inhibition counter-screen; P08659; ATPLite firefly luciferase biochemical luminescence, 10 min; inhibition, % at 10 µM; 1.5% of 200,000 active; AID 1006;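 active = inhibition above about 50% when tested at 10 µM, limit read from the data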
FLuc act counter – affects firefly luciferase, flagging false hits in luciferase stimulation screens. P08659. ATPlite luciferase biochemical, luminescence, 10 min; 0 = ATP-free wells, 1 = DMSO control. activation factor at 10 µM. 200,000 tested, under 10 active. AID 1027;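 active = luciferase activation factor, scaled between plate controls, of at least 2 with compound at 10 µM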
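Material: luciferase plus luciferin reagent, cell-free. Medium: PBS buffer for ATP. Also added: ATP substrate, dispensed from a 10.24 µM working solution in PBS. Doses: test compounds dosed from 2 mM stocks in 100% DMSO. Incubation: 10 min post-reagent at room temperature. Technique: light output (luminescence). Read-out basis: luminescence gain marking luciferase activators.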
bIAP inh – blocks bovine intestinal alkaline phosphatase activity. purified bovine IAP, CDP-star luminescence, 30 min. inhibition, % at 20 µM. 190,000 tested, under 10 active. AID 1019;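 active = over 50% inhibition of intestinal alkaline phosphatase at 20 µM in the single-dose screen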
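test system = bovine IAP enzyme | medium = DEA buffer 100 mM, pH 9.8, with MgCl2 1.0 mM, ZnCl2 0.02 mM | detection = luminescence | dosing = single compound dose of 20 µM, 2% DMSO final | incubation = 30 min reaction at room temperature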
bIAP activator – increases bovine intestinal alkaline phosphatase activity; purified bovine IAP, CDP-star luminescence, 30 min; active compounds read high; fold of DMSO-control signal, blank-subtracted; activation factor at 20 µM; 0.17% of 200,000 active; AID 1016;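 active = activation factor of 2 or more at 20 µM, a signal rise over negative controls twice the positive control's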
TNAP inh no acc – blocks human TNAP activity with no phosphate acceptor present. 0.26% of 200,000 active. purified TNAP, CDP-star luminescence, 30 min. P05186. inhibition, % at 20 µM;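 active = tissue-nonspecific alkaline phosphatase inhibition above about 50% at 20 µM in the single-dose screen, limit read from the data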;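 also: 0% = DMSO negative control and 100% = EDTA positive control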
TNAP act hi DEA – increases human TNAP activity under high phosphate acceptor concentration | purified TNAP, CDP-star luminescence, 1 M DEA, 30 min; active compounds read high; 0 = EDTA background, 1 = DMSO-only activity | activation factor at 20 µM | 200,000 tested, under 10 active | AID 1136;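 active = activation factor at least 2 at 20 µM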
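Measured by: Luminescent substrate turnover signal | Test system: Human TNAP | Input: TNAP 1/800 final | Dosing: 20 µM single point | Schedule: 30 min, room temperature | Controls: EDTA wells as negative control, DMSO wells as positive control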
Numbers without * were called inactive; nt = no result given. The order is random. Share with any hit: about 13%.

#1 COC(=O)c1ccccc1NC(=O)c1ccc2nccnc2c1
#2 CCN1CCN(C(=O)CN(c2ccccc2C)S(C)(=O)=O)CC1
#3 Cc1ccc(S(=O)(=O)N2CCC(C(=O)N[C@@H](C)C(=O)NC3CCS(=O)(=O)C3)CC2)cc1 (stereo not given in full)
#4 O=C(CSc1nc2ccccc2c(=O)n1Cc1ccccc1)NCc1ccco1
#5 COc1ccc(-c2csc3ncnc(Oc4ccc5c(C)cc(=O)oc5c4)c23)cc1
#6 O=C(COc1ccccc1)Nc1ccccc1N1CCCCC1
#7 COc1ccc(C(=O)N2CCN(c3ccccn3)CC2)cc1
#8 CC(=O)C1=C(O)C(=O)N(CCC(=O)O)C1c1ccccc1Cl (stereo not given)
#9 Cc1cccc(NC(=S)NCc2ccc(F)cc2)c1
#10 CCC(C)(C)NC(=O)c1ccccc1Oc1ccccc1
compound no. | 1 | 2 | 3 | 4 | 5 | 6 | 7 | 8 | 9 | 10
L major viab | 0 | 0 | 6 | 2 | 17 | 10 | -6 | -10 | 15 | 38
TNAP inh hiacc | 1 | -7 | 1 | -5 | 2 | -5 | -8 | -4 | 0 | 4
APP transl inh | 2 | -24 | 6 | -4 | 26 | -3 | 6 | nt | -3 | 0
RAM inhibit | 0.7 | 2.6 | -0.7 | 4.6 | 4.8 | -0.7 | -0.3 | 2.1 | -0.5 | 1.9
FLuc inhib CS | 3 | -4 | -4 | -4 | -2 | 1 | -9 | -3 | -2 | 6
FLuc act counter | 1 | 1 | 1 | 1 | 1 | 1 | 1.1 | 1 | 1 | 0.9
bIAP inh | -14 | 5 | -6 | -12 | -1 | 16 | 2 | 7 | 1 | -4
bIAP activator | 1.1 | 0.9 | 1.1 | 1.1 | 1 | 0.8 | 1 | 0.9 | 1 | 1
TNAP inh no acc | -4 | -11 | -7 | -10 | -3 | -9 | 13 | -17 | -1 | 9
TNAP act hi DEA | 1 | 1.1 | 1 | 1 | 1 | 1 | 1.1 | 1 | 1 | 1

#11 COn1c(-n2nc(C)cc2C)nc2ccccc2c1=O
#12 N#C/C(=C/c1cn(CC(=O)O)c2ccccc12)C(=O)NCc1ccccc1
#13 O=C(c1ccc(-c2ccccc2)cc1)N1CCC(C(=O)N2CCCC2)CC1
#14 Fc1ccc(NC(=S)Nc2ccc(Br)cc2)cc1
#15 CC(=O)NC1(C(Cl)(Cl)Cl)Oc2ccccc2O1
#16 NC(=O)C[C@@H]1NC(=O)[C@H](CCC(=O)O)NC(=O)c2cc([N+](=O)[O-])cc(I)c2OCC[C@@H](C(N)=O)NC1=O
#17 CCc1ccc(C2=NN(CCC(=O)NC(C)CCc3ccccc3)C(=O)CC2)cc1 (stereo not given)
#18 O=C1CSC(c2ccccc2Cl)N1 (stereo not given)
#19 COc1cc(/C=C(\C#N)C(=O)NC(C)C)cc(Cl)c1O
#20 O=C(Oc1ccc(Cl)c2ccccc12)N1CCCCC1
compound no. | 11 | 12 | 13 | 14 | 15 | 16 | 17 | 18 | 19 | 20
L major viab | -7 | 6 | -8 | 34 | 0 | -4 | 95* | 1 | -7 | 7
TNAP inh hiacc | -4 | -6 | 0 | 2 | -3 | 3 | 0 | -1 | 20 | -4
APP transl inh | 6 | 2 | -9 | 2 | -2 | -2 | 6 | 16 | -2 | -10
RAM inhibit | 1.5 | 4.3 | 0.8 | 2.0 | -0.1 | 1.1 | 4.7 | 1.8 | 0.6 | 1.7
FLuc inhib CS | -4 | 3 | -2 | -1 | -2 | -3 | -5 | -6 | 0 | 4
FLuc act counter | 1 | 1 | 1 | 1 | 1 | 1 | 1.1 | 1.1 | 1 | 1
bIAP inh | 2 | -12 | -8 | -1 | 0 | 4 | -8 | 9 | 24 | 28
bIAP activator | 1 | 1.1 | 1.1 | 1 | 1 | 1 | 1.1 | 0.9 | 0.8 | 0.7
TNAP inh no acc | -11 | 1 | -7 | -4 | -8 | -5 | -3 | -7 | 10 | -15
TNAP act hi DEA | 1 | 1.1 | 1 | 1 | 1 | 1 | 1 | 1 | 0.8 | 1

#21 COc1ccccc1N(Cc1cc2cccc(C)c2[nH]c1=O)C(=O)C(C)C
#22 Cc1ccc(S(=O)(=O)N/N=C/c2c(C)nn(-c3ccccc3)c2C)cc1
#23 CN(c1cccc(NC(=O)c2ccccc2N(C)S(=O)(=O)c2ccccc2)c1)S(C)(=O)=O
#24 Nn1c(Cc2ccc(F)cc2)n[nH]c1=S
#25 Cc1ccc(S(=O)(=O)N2CCC(NC(=O)OC(C)C)CC2)cc1
#26 CCOc1ccc(C(C)=O)cc1COC(=O)c1cccnc1SC
#27 Cc1cc(SCC(=O)c2cccs2)nc2ccccc12
#28 CC(=O)c1nc(-c2ccccc2)sc1C
#29 Cc1ccc(-c2nn(CC(=O)NCCN3CCOCC3)c(=O)c3ccccc23)cc1
#30 CCc1ccc(OCCCC(=O)Nc2ccc(N3CCOCC3)cc2)cc1
compound no. | 21 | 22 | 23 | 24 | 25 | 26 | 27 | 28 | 29 | 30
L major viab | 24 | 0 | 15 | -1 | -3 | 6 | -1 | -12 | -1 | -4
TNAP inh hiacc | -10 | -5 | -3 | -2 | -2 | -2 | 4 | -1 | -6 | -3
APP transl inh | 3 | -24 | 3 | 6 | -32 | 8 | -10 | 5 | 22 | 6
RAM inhibit | nt | 1.2 | 2.2 | 0.7 | 1.0 | 2.1 | 2.8 | -0.1 | 0.8 | 1.2
FLuc inhib CS | -6 | -3 | -4 | 0 | -9 | -6 | 7 | 1 | -6 | 0
FLuc act counter | 1.1 | 1 | 1 | 1 | 1.1 | 1.1 | 0.9 | 1 | 1.1 | 1
bIAP inh | 7 | 8 | 4 | -4 | -5 | -17 | 0 | -5 | 0 | -3
bIAP activator | 0.9 | 0.9 | 1 | 1 | 1.1 | 1.2 | 1 | 1.1 | 1 | 1
TNAP inh no acc | 2 | -4 | -12 | 0 | 1 | 4 | 0 | -9 | -13 | -11
TNAP act hi DEA | 1.1 | 1.1 | 1 | 1 | 1 | 1 | 1 | 1 | 1.1 | 1

#31 Cc1noc(C)c1C(=O)Nc1ccc(F)cc1F
#32 Cc1cc(N2CCOCC2)n2cc(-c3ccc(F)cc3)nc2n1
#33 N#CC(C(=O)c1ccc(S(=O)(=O)N2CCCCCC2)cc1)c1nc2ccccc2[nH]1 (stereo not given)
#34 N#Cc1c(-c2c(Cl)cccc2Cl)noc1/C=C/Nc1ccc(C(=O)O)cc1
#35 O=c1[nH]snc1N1CCOCC1
#36 Cc1ccc(S(=O)(=O)N(CC(=O)NCCC2=CCCCC2)Cc2ccccc2F)cc1
#37 Cc1cc(C)c(S(=O)(=O)c2ccccc2C(=O)O)c(C)c1
#38 CC(C)c1ccc(/C=N/NC(=O)CC(=O)NCc2ccccc2)cc1
#39 Cc1ccccc1NC(=O)CN1C(=O)NC(C)(c2ccc3c(c2)OCO3)C1=O (stereo not given)
#40 CCC(C)(C)NC(=O)Cn1c(-c2ccccc2)cc(C(C)=O)c1C
compound no. | 31 | 32 | 33 | 34 | 35 | 36 | 37 | 38 | 39 | 40
L major viab | -5 | 11 | -3 | -13 | 19 | 40 | 1 | -11 | -1 | 4
TNAP inh hiacc | -2 | -2 | -3 | 4 | -4 | -7 | -1 | -3 | -4 | -3
APP transl inh | nt | -2 | 2 | 6 | 9 | 10 | 4 | 2 | -20 | -8
RAM inhibit | 1.7 | 2.5 | 6.8 | 8.6* | 1.3 | 7.7 | 1.3 | 1.1 | -1.0 | 0.9
FLuc inhib CS | -10 | 10 | -2 | 1 | -3 | -7 | -1 | 3 | -6 | -5
FLuc act counter | 1.1 | 0.9 | 1 | 1 | 1 | 1.1 | 1 | 1 | 1.1 | 1
bIAP inh | 14 | 3 | -2 | -1 | 4 | -1 | 7 | -5 | 12 | -12
bIAP activator | 0.9 | 1 | 1 | 1 | 1 | 1 | 0.9 | 1.1 | 0.9 | 1.1
TNAP inh no acc | 1 | -6 | -9 | 1 | -8 | -4 | -3 | -14 | -12 | -12
TNAP act hi DEA | 1 | 1 | 1 | 1 | 1 | 1.1 | 1 | 1 | 1 | 1

#41 CCOC(=O)C1CCN(Cc2ccc(C(=O)OC)cc2)CC1
#42 O=C(O)C1C2C=CC(C2)C1C(=O)NCc1ccc(Cl)c(Cl)c1 (stereo not given)
#43 Cc1cccc2cc(C3CC(c4ccco4)=NN3S(=O)(=O)c3ccccc3)c(Cl)nc12 (stereo not given)
#44 COC(=O)c1c(C)[nH]c(C)c1-c1ccc([N+](=O)[O-])cc1
#45 COc1cccc(C(=O)Nc2nnc(-c3cccs3)o2)c1
#46 COCCn1c(N)c(N(Cc2ccccc2)C(=O)c2oc3ccccc3c2C)c(=O)[nH]c1=O
#47 O=S(=O)(Nc1ccncc1)c1ccccc1
#48 CCCc1cc(=O)oc2c(CN3CCCC3)c(O)ccc12
#49 COc1ccc(C)cc1NC(=O)c1ccc(CN2CCN(c3ccccc3)CC2)cc1
#50 O=S(=O)(NCc1cccnc1)c1ccc(Cl)c(Cl)c1
compound no. | 41 | 42 | 43 | 44 | 45 | 46 | 47 | 48 | 49 | 50
L major viab | 95* | 53* | 24 | 13 | 32 | 1 | -2 | 0 | 15 | 0
TNAP inh hiacc | -3 | 1 | -4 | 2 | -7 | -2 | -4 | -13 | -6 | 0
APP transl inh | -2 | -1 | 1 | -12 | -14 | -7 | 5 | -14 | -3 | 5
RAM inhibit | 3.2 | -0.3 | 3.5 | 1.6 | 0.6 | 3.5 | 1.6 | 2.0 | 2.2 | 2.8
FLuc inhib CS | -2 | -2 | -7 | -9 | 6 | 0 | -9 | -7 | -3 | -6
FLuc act counter | 1 | 1 | 1.1 | 1.1 | 0.9 | 1 | 1.1 | 1.1 | 1 | 1.1
bIAP inh | 7 | 1 | 11 | 8 | 2 | -4 | 7 | -8 | -3 | 1
bIAP activator | 0.9 | 1 | 0.9 | 0.9 | 1 | 1 | 0.9 | 1.1 | 1 | 1
TNAP inh no acc | -10 | -6 | -6 | -9 | -16 | -9 | 3 | -15 | -4 | -6
TNAP act hi DEA | 1 | 1 | 1 | 1 | 1.1 | 1 | 1 | 1.1 | 1.1 | 1
